Source: PubChem (Sanford-Burnham Center for Chemical Genomics)
SENP7 inh = blocks the human protease SENP7; hit rate 1.5% among 330,000; Q9BQF6; recombinant SENP7, Z-RLRGG-aminoluciferin luminescence, 40 min; AID 434973; inhibition, % at 5 µM;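 active means inhibition above about 50% at the single test dose, limit read from the data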;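 further: plate controls were DMSO with enzyme for no effect and no enzyme buffer wells for full effect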
Target sequence (Q9BQF6 706-1050 limits assumed): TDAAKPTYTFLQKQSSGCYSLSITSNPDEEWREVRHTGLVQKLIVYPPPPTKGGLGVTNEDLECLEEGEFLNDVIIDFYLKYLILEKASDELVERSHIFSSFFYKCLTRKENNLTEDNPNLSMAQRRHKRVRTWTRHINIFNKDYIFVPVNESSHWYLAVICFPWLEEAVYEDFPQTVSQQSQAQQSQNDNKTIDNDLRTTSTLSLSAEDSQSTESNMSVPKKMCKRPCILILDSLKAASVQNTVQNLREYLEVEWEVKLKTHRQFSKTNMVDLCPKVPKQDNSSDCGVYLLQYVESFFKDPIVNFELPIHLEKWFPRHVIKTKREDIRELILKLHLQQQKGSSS
PfG6PD inh = PfG6PD (Plasmodium falciparum) enzyme inhibition; PfGluPho enzyme, NADPH resazurin-diaphorase fluorescence; inhibition, % at 20 µM; hit rate 0.78% among 350,000;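 active means inhibition reaching at least a set limit at 20 µM in the primary screen, cut at about 59% in these data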;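 further: 0% = DMSO wells with substrate and 100% = DMSO wells lacking glucose-6-phosphate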
Apaf-1 inh = inhibitors of human Apaf-1 apoptosome; reconstituted apoptosome caspase-3 activity, DEVD-Rh110 fluorescence; hit rate 0.71% among 330,000; O14727; inhibition, % at 20 µM; active means inhibition of at least 40% at 20 µM;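 further: plate controls were DMSO wells for no effect and DEVD-CHO caspase inhibitor wells for full effect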
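Material: reconstituted apoptosome with Apaf-1, cytochrome c, caspase-9, procaspase-3, dATP / Buffer or medium: pH 7.5 Hepes buffer with CHAPS, BSA, DTT / Also added: cytochrome c with DEVD-Rh110 / Schedule: compound with Apaf-1, dATP, procaspase-3 30 min, then 50 min reaction, room temperature / Technique: rhodamine 110 fluorescence at Ex 480/Em 540 nm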
SENP1 inh = SENP1 (human) catalytic domain inhibition | AID 624204 | hit rate 0.21% among 360,000 | recombinant SENP1 catalytic domain, CyPet-SUMO1-YPet FRET cleavage | inhibition, % at 10 µM | Q9P0U3;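 active means inhibition at least 30% at 10 µM, raw YFP signal under a set limit, fluorescence ratio 0.5 to 1.5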;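 further: 0% = enzyme with DMSO and 100% = no enzyme wells; some results filed as inactive read as strong as hits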
Target sequence (Q9P0U3 419-644 limits assumed): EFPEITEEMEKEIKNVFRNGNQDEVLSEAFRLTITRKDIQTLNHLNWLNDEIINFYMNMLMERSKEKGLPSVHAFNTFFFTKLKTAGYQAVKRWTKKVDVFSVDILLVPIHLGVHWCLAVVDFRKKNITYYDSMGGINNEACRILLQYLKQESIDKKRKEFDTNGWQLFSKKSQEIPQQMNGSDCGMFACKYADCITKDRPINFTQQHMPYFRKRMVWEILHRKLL
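Test system: recombinant human SENP1 catalytic domain, His6-tagged / Medium: pH 8 Tris buffer with EDTA, NaCl, BME, BSA, NP40, catalase / Also added: SUMO1 FRET substrate flanked by Cypet and Ypet, 25 nM / Times: 50 min reaction at room temperature / Signal: FRET, CFP and YFP emission / Control set: no-enzyme low control and enzyme-plus-DMSO high control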
HKDC1 inhibitor = blocks human hexokinase HKDC1 activity | Q2TB90 | recombinant HKDC1, G6PDH/diaphorase resazurin coupled fluorescence | inhibition, % at 20 µM | hit rate 0.16% among 340,000 | AID 493160;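 active means inhibition above about 35% when tested at 20 µM, limit read from the data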;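 further: plate controls were DMSO wells with enzyme for no effect and DMSO wells lacking enzyme for full effect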
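System: Recombinant HKDC1 hexokinase | Amount: HKDC1 at 5 µg/mL | Reagent: Glucose with 1 mM ATP | Doses: Single 20 µM dose | Incubation: Reaction time 90 min, room temperature, protected from light | Signal: Coupled resazurin fluorescence, excitation 525 nm, emission 613 nm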
SENP8 block-1 = inhibitors of human SENP8 protease. AID 602440. Q96LD8. recombinant SENP8, Nedd8 substrate fluorescence. inhibition, % at 20 µM. hit rate 0.64% among 360,000; in the data active means inhibition mostly above about 40%, no sharp cut-off; inactive means mostly below about 27%
SENP8 block-2 = SENP8 protease inhibition; Q96LD8; hit rate 1.2% among 330,000; inhibition, % at 10 µM; AID 2540; purified SENP8, Z-RLRGG-aminoluciferin cleavage, luminescence; in the data active means inhibition above about 50%
SENP6 block = blocks the human protease SENP6 | Q9GZR1 | Recombinant SENP6 catalytic domain, aminoluciferin luminescence | inhibition, % at 10 µM | hit rate 1.8% among 330,000 | AID 2599;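 active means inhibition above about 50% at the single tested dose, limit read from the data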;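 further: plate controls were DMSO wells with enzyme for no effect and DMSO wells lacking enzyme for full effect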
Target sequence (Q9GZR1 628-1112 limits assumed): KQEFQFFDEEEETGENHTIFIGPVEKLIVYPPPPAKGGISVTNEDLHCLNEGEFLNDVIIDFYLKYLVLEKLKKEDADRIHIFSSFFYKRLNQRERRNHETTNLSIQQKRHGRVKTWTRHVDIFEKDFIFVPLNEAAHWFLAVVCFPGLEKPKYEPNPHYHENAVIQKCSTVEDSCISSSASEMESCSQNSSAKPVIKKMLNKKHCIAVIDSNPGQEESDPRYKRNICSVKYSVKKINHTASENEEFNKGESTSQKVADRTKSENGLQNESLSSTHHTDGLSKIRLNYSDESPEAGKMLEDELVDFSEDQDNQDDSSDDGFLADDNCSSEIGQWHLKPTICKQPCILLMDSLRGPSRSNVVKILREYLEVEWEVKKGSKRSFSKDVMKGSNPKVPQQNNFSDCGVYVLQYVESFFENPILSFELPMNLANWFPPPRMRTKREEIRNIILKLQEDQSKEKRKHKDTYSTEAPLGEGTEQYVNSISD
An asterisk follows results filed as active.

Screening CN(C)c1ccc(/C=N/N(Cc2ccccc2)c2ccccc2)cc1 returned SENP7 inh 11, PfG6PD inh 18, Apaf-1 inh -12, SENP1 inh -2, HKDC1 inhibitor 22, SENP8 block-1 -9, SENP8 block-2 -6 and SENP6 block -2.
O=C(/C=C/c1ccc(Cl)cc1Cl)NC(=S)Nc1ccc(CN2CCOCC2)cc1 was read as SENP7 inh -9, PfG6PD inh -11, Apaf-1 inh 15, SENP1 inh 0, HKDC1 inhibitor -12, SENP8 block-1 15, SENP8 block-2 -6 and SENP6 block 4.
`C[C@@]12C(=O)Nc3ccc(Br)cc3C(=O)N1[C@H]1c3ccccc3OC[C@@H]1[C@@H]2c1ccccc1` gave SENP7 inh 4, PfG6PD inh -1, Apaf-1 inh 20, SENP1 inh -3, HKDC1 inhibitor 7, SENP8 block-1 -3, SENP8 block-2 -2 and SENP6 block -5.
For Cc1nc(C(=O)NC2CCCCC2)sc1C1(C)CC(c2cccnc2)=NO1 (stereo not drawn) the results were SENP7 inh -3, Apaf-1 inh 12, SENP8 block-2 2 and SENP6 block -4.
COCCCNS(=O)(=O)c1ccc(SC)cc1 was read as SENP7 inh 1, PfG6PD inh 2, Apaf-1 inh 2, SENP1 inh 1, HKDC1 inhibitor -11, SENP8 block-1 15, SENP8 block-2 -4 and SENP6 block 5.
For CC1CCN(C(=O)CN2C(=O)NC(c3ccccc3)(c3ccccc3)C2=O)CC1 the results were SENP7 inh -16, PfG6PD inh 5, Apaf-1 inh 7, SENP1 inh 0, HKDC1 inhibitor -3, SENP8 block-1 7, SENP8 block-2 -12 and SENP6 block -14.
Cc1cc(-c2csc(NCc3ccccc3)n2)c(C)n1C was read as PfG6PD inh 41, SENP1 inh 5, HKDC1 inhibitor -2 and SENP8 block-1 20.
OCC(O)/C=N/Nc1nc2ccccc2s1 (stereo not drawn) was read as SENP7 inh 5, PfG6PD inh 6, Apaf-1 inh -3, SENP1 inh -4, HKDC1 inhibitor -8, SENP8 block-1 -4, SENP8 block-2 -7 and SENP6 block -2.
`COC(=O)c1cccc(S(=O)(=O)N2CCC(c3nc4ccccc4o3)CC2)c1` gave SENP7 inh 2, PfG6PD inh -4, Apaf-1 inh 6, SENP1 inh 1, HKDC1 inhibitor 4, SENP8 block-1 -1, SENP8 block-2 3 and SENP6 block -23.
For COc1cccc(NC(=O)c2cn(C)c(=O)c3cc(OC)c(OC)cc23)c1 the results were SENP7 inh -5, PfG6PD inh -7, Apaf-1 inh 17, SENP1 inh -1, HKDC1 inhibitor 1, SENP8 block-1 19, SENP8 block-2 -12 and SENP6 block -1.
CCN(c1ccccc1)S(=O)(=O)c1ccc(OC)c(NC(=O)c2cccs2)c1 was read as SENP7 inh -11, PfG6PD inh -17, Apaf-1 inh 12, SENP1 inh 1, HKDC1 inhibitor 4, SENP8 block-1 8, SENP8 block-2 -9 and SENP6 block -3.
Screening COc1ccc(CCN(C)C(=O)c2ccc(S(=O)(=O)Nc3ccccc3F)cc2)cc1OC returned SENP7 inh 15, PfG6PD inh -5, Apaf-1 inh -9, SENP1 inh 1, HKDC1 inhibitor -3, SENP8 block-1 -6, SENP8 block-2 -3 and SENP6 block -25.
For Cc1cc([N+](=O)[O-])nn1Cc1ccc(C(=O)N/N=C/c2ccc(F)cc2)cc1 the results were SENP7 inh -7, PfG6PD inh 0, Apaf-1 inh -15, SENP1 inh 1, HKDC1 inhibitor -1, SENP8 block-1 15, SENP8 block-2 4 and SENP6 block 1.
For CCN(Cc1ccccc1)C(=O)COC(=O)c1cc(=O)[nH]c2ccccc12 the results were SENP7 inh -8, PfG6PD inh -3, Apaf-1 inh -6, SENP1 inh 2, HKDC1 inhibitor -7, SENP8 block-1 -235, SENP8 block-2 -3 and SENP6 block -3.
Screening CC(C)(C)OC(=O)C[C@H]1C/C=C\C[C@H](CC(=O)NCCO)C(=O)NCCOC1=O returned SENP7 inh 5, PfG6PD inh 1, Apaf-1 inh 3, SENP1 inh 1, HKDC1 inhibitor 0, SENP8 block-1 10, SENP8 block-2 -5 and SENP6 block 2.
`COc1ccccc1N(CC(=O)NC1CCCCC1)S(=O)(=O)c1ccccc1` gave SENP7 inh 3, PfG6PD inh -8, Apaf-1 inh 4, SENP1 inh 2, HKDC1 inhibitor 0, SENP8 block-1 16, SENP8 block-2 -1 and SENP6 block 7.
For COc1cc(CNc2nc3c(C)cc(C)cc3s2)ccc1O the results were SENP7 inh 7, PfG6PD inh 17, Apaf-1 inh 11, SENP1 inh 1, HKDC1 inhibitor 0, SENP8 block-1 9, SENP8 block-2 -7 and SENP6 block 2.
`Cc1ccc([N+](=O)[O-])cc1NC(=O)C(C)NS(=O)(=O)c1ccc(F)cc1` (stereo not drawn) gave SENP7 inh 4, PfG6PD inh -12, Apaf-1 inh 1, SENP1 inh 0, HKDC1 inhibitor -5, SENP8 block-1 3, SENP8 block-2 4 and SENP6 block -11.
Cc1ccc(C(=O)OC(C)C(=O)N(C)C2CCCCC2)cc1S(=O)(=O)N1CCCCC1 (stereo not drawn) was read as SENP7 inh 1, PfG6PD inh 18, Apaf-1 inh 14, SENP1 inh 2, HKDC1 inhibitor -2, SENP8 block-1 18, SENP8 block-2 -9 and SENP6 block 2.
For CCOc1cc2[nH]c(=O)n(CCCC(=O)NCc3ccc(OC)cc3)c(=O)c2cc1OCC the results were SENP7 inh 4, PfG6PD inh -3, Apaf-1 inh 0, SENP1 inh 1, HKDC1 inhibitor 2, SENP8 block-1 -73, SENP8 block-2 5 and SENP6 block 0.

Continued (two carried over from the part before).
Cc1ccc(C(=O)OC(C)C(=O)N(C)C2CCCCC2)cc1S(=O)(=O)N1CCCCC1 (stereo not drawn) was read as SENP7 inh 1, PfG6PD inh 18, Apaf-1 inh 14, SENP1 inh 2, HKDC1 inhibitor -2, SENP8 block-1 18, SENP8 block-2 -9 and SENP6 block 2.
For CCOc1cc2[nH]c(=O)n(CCCC(=O)NCc3ccc(OC)cc3)c(=O)c2cc1OCC the results were SENP7 inh 4, PfG6PD inh -3, Apaf-1 inh 0, SENP1 inh 1, HKDC1 inhibitor 2, SENP8 block-1 -73, SENP8 block-2 5 and SENP6 block 0.
CC1=NN(c2nc(-c3ccc(C)cc3)cs2)C(=O)C1N=Nc1cccc(O)c1 (stereo not drawn) was read as SENP7 inh -2, PfG6PD inh 15, Apaf-1 inh 13, SENP1 inh 4, HKDC1 inhibitor -5, SENP8 block-1 36*, SENP8 block-2 8 and SENP6 block -7.
For COc1ccc(C(=O)N(C)c2c(C)n(C)n(-c3ccccc3)c2=O)cc1OC the results were SENP7 inh -3, PfG6PD inh -8, Apaf-1 inh -2, SENP1 inh 1, HKDC1 inhibitor -14, SENP8 block-1 17, SENP8 block-2 8 and SENP6 block -2.
Screening CC(=O)N1c2ccc(S(=O)(=O)NCCC(=O)Nc3ccc(OC(F)(F)F)cc3)cc2CC1C (stereo not drawn) returned SENP7 inh -6, PfG6PD inh 13, Apaf-1 inh 4, SENP1 inh 2, HKDC1 inhibitor -1, SENP8 block-1 8, SENP8 block-2 1 and SENP6 block 1.
`CCOC(=O)C1CCCN(C(=O)c2ccc(Cl)cc2)C1` (stereo not drawn) gave SENP7 inh 14, PfG6PD inh -1, Apaf-1 inh -11, SENP1 inh 1, HKDC1 inhibitor -1, SENP8 block-1 14, SENP8 block-2 13 and SENP6 block 0.
`COc1ccccc1-c1cccc([C@@H]2C[C@H]3[C@H](CON3C)CN2C(C)=O)c1` gave PfG6PD inh -2, SENP1 inh 0, HKDC1 inhibitor -3 and SENP8 block-1 9.
Screening CN(C)c1ccc(NC(=S)NC(=O)/C=C/c2ccco2)cc1 returned SENP7 inh -3, PfG6PD inh 13, Apaf-1 inh 0, SENP1 inh 1, HKDC1 inhibitor 2, SENP8 block-1 36, SENP8 block-2 5 and SENP6 block -10.
`CC(=O)Nc1ccc(S(=O)(=O)N2CCN(C(=O)c3ncoc3-c3ccc(F)cc3)CC2)cc1` gave SENP7 inh -7, PfG6PD inh -11, Apaf-1 inh -1, SENP1 inh 1, HKDC1 inhibitor -2, SENP8 block-1 11, SENP8 block-2 -5 and SENP6 block 2.
CCCCCNC(=O)C(C)NS(=O)(=O)c1ccc(OC)cc1 (stereo not drawn) was read as SENP7 inh 3, PfG6PD inh 7, Apaf-1 inh -1, SENP1 inh 1, HKDC1 inhibitor -2, SENP8 block-1 19, SENP8 block-2 5 and SENP6 block -11.
For O=S(=O)(c1ccc(Br)cc1)n1ccc2ccccc21 the results were SENP7 inh -5, PfG6PD inh 14, Apaf-1 inh 19, SENP1 inh 2, HKDC1 inhibitor 2, SENP8 block-1 16, SENP8 block-2 -9 and SENP6 block -11.
O=C1N(c2ccccc2)C(c2ccccc2)C12CCCCC2 (stereo not drawn) was read as SENP7 inh 9, PfG6PD inh -15, Apaf-1 inh 18, SENP1 inh 1, HKDC1 inhibitor 22 and SENP8 block-1 3.
COc1cccc(N=Nc2c(=O)[nH]n3c(=O)c4c([nH]c23)CCC4)c1 was read as SENP7 inh 1, PfG6PD inh 11, Apaf-1 inh 11, SENP1 inh 4, HKDC1 inhibitor 0, SENP8 block-1 31, SENP8 block-2 -4 and SENP6 block 5.
For C=CCSc1nnc(Cc2c(C)[nH]c3ccccc23)o1 the results were SENP7 inh 19, PfG6PD inh 9, Apaf-1 inh 6, SENP1 inh -28, HKDC1 inhibitor -2, SENP8 block-1 7, SENP8 block-2 -9 and SENP6 block -7.
`COc1cccc(N2CCN(CC(=O)C34CC5CC(CC(C5)C3)C4)CC2)c1` gave SENP7 inh 1, PfG6PD inh 1, Apaf-1 inh 12, SENP1 inh -3, HKDC1 inhibitor -5, SENP8 block-1 36, SENP8 block-2 -12 and SENP6 block 5.
`O=C1N/C(=C/c2ccc(N3CCOCC3)cc2)C(=O)N1Cc1ccc(F)cc1` gave SENP7 inh -2, PfG6PD inh -3, Apaf-1 inh 11, SENP1 inh -35, HKDC1 inhibitor -3, SENP8 block-1 -266, SENP8 block-2 -3 and SENP6 block -8.
CN1CCN(CC(O)COc2ccc(C34CC5CC(CC(C5)C3)C4)cc2)CC1 (stereo not drawn) was read as PfG6PD inh 2, SENP1 inh 1, HKDC1 inhibitor -4 and SENP8 block-1 19.
CCOc1cc(N2CCOCC2)c(OCC)cc1NC(=O)c1ccc(S(=O)(=O)N(C)C)cc1 was read as SENP7 inh -5, PfG6PD inh 23, Apaf-1 inh 10, SENP1 inh 14, HKDC1 inhibitor 3, SENP8 block-1 27, SENP8 block-2 -7 and SENP6 block -24.
`CCC(C(=O)NCCCN1CC(C)CC(C)C1)n1ncn2c(cc3occc32)c1=O` (stereo not drawn) gave SENP7 inh 5, PfG6PD inh -12, Apaf-1 inh 4, SENP1 inh 1, HKDC1 inhibitor 6, SENP8 block-1 5, SENP8 block-2 -4 and SENP6 block 7.
Screening CCCN1C(=O)C(Cc2nc3ccccc3c(=O)n2C)c2ccccc21 (stereo not drawn) returned SENP7 inh 1, PfG6PD inh 2, Apaf-1 inh 18, SENP1 inh 1, HKDC1 inhibitor 3, SENP8 block-1 2, SENP8 block-2 4 and SENP6 block -5.
For Cc1ccc(CCN2CC(C(=O)NCCCN3CCC(C)CC3)CC2=O)cc1 (stereo not drawn) the results were SENP7 inh 0, PfG6PD inh 3, Apaf-1 inh 1, SENP1 inh 1, HKDC1 inhibitor -2, SENP8 block-1 5, SENP8 block-2 -3 and SENP6 block -12.
